Pf apPOL block: Pf-apPOL DNA polymerase inhibition; inhibition, % at 10 µM; Recombinant Pf-apPOL, molecular beacon fluorescence, 1.5 h; actives 0.25% (n = 210,000); AID 1794808
mHTT CaM bind: inhibitors of human mutant huntingtin-calmodulin interaction | P42858 | AlphaScreen His-mHTT/GST-CaM binding, luminescence | inhibition, % at 15 µM | actives 3.6% (n = 190,000) | AID 1671202;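 also: 0% = both proteins with DMSO and 100% = one protein alone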
The depositor's hits bear a star; nt = no result given; & = joins results of further samples. Rule as the data show it: active = inhibition above about 50%; inactive = the rest. Outcome played no part in choosing rows, and some 3.6% of all compounds hit somewhere here.

SMILES | Pf apPOL block | mHTT CaM bind
Cn1nc(-c2nc(-c3ccccc3F)no2)c2c1CCN(C(=O)c1ccsc1)C2 | -1 | 20
Cc1ccc2[nH]cc(CCNC(=O)C3CCCN(c4nccc(C)n4)C3)c2c1 (stereo not drawn) | -4 | 16
C#CCOC(=O)Nc1cc(-c2ccccc2)nn1-c1cccc(F)c1 | 1 | 14
O=C(O)c1ccccc1C(=O)Nc1ccc(N=Nc2ccccc2)cc1 | 4 | 14
Cc1c(S(=O)(=O)c2ccc(Cl)cc2)csc1C(=O)NCCSCc1ccc([N+](=O)[O-])cc1 | -3 | nt
COc1ccc(OC)c(NC(=O)C2=C(C)NC(=O)NC2c2ccccc2F)c1 (stereo not drawn) | 1 | 3
O=C(C1CCN(c2cc(N3CCCCC3)ncn2)CC1)N1CCCCCC1 | -5 | 1
c1ccc(NCC2OCc3ccccc3CO2)cc1 | 8 | 3
OC[C@H]1O[C@@H](n2cnc3c(NC4CCCC4)ncnc32)C(O)[C@H]1O (stereo partly drawn) | -13 | nt
Cc1ccc(N(CCCCN2C(=O)c3ccccc3C2=O)C(=O)c2cccc([N+](=O)[O-])c2)cc1 | -4 | 1
Cc1cccc(C)c1N=C(NO)c1nonc1N | -1 | 2
O=C(Cc1ccc(F)cc1)NC1CC(O)C(CO)C1 (stereo not drawn) | -3 | -4
C=CCc1ccc(OCC(O)CO)c(OC)c1 (stereo not drawn) | -6 | -5
Cc1nn(C)c(C)c1NS(=O)(=O)c1ccccc1 | 1 | -1
Oc1oc(-c2ccc(Cl)cc2)nc1C=Nc1cccnc1 | -3 | -2
COCCCNC(=O)C1CCCN(c2nc3c(s2)c(C)nn3-c2ccc(C)cc2)C1 (stereo not drawn) | -6 | 14
O=C(Nc1ccc2c(c1)OCO2)c1cnn2c(C(F)(F)F)cc(-c3cccs3)nc12 | -7 | -3
CCCc1nc2c(o1)C(C(=O)OC)C(C)(C)CC2=O (stereo not drawn) | nt | -6
CN(C)C(=O)Nc1ccc2nsnc2c1 | -2 | -1
Cc1nc(-c2ccccc2)sc1C(=O)N1CCC(C(C)C(=O)N2CCCC2)CC1 (stereo not drawn) | 0 | 9

Profiles as entered above. Values in the order: Pf apPOL block | mHTT CaM bind
COCCCNC(=O)C1CCCN(c2nc3c(s2)c(C)nn3-c2ccc(C)cc2)C1 (stereo not drawn) across the screens: -6 | 14
Oc1oc(-c2ccc(Cl)cc2)nc1C=Nc1cccnc1 across the screens: -3 | -2
Cc1cccc(C)c1N=C(NO)c1nonc1N across the screens: -1 | 2

The listing continues.
SMILES | Pf apPOL block | mHTT CaM bind
Cc1ccc(S(=O)(=O)Nc2c(C)cc(O)c(Br)c2C)cc1 | -1&-10 | 2&6
COCC(C)(O)CNC(=O)NCCc1ccc(OC)cc1 (stereo not drawn) | -5 | -19
NC(=O)c1cccc(NC(=O)c2ccc(-c3ccccc3)cc2)c1 | -4 | 0
C=CCOc1ccc2ccc(=O)oc2c1 | nt | -9
Cc1cc(NC(=O)C(=O)NCc2ccco2)c2ccccc2n1 | -8 | 8
COc1cccc(N2C(=O)c3ccc(F)cc3C2=O)c1 | -7 | 2
Cc1cc(C(=O)N2CCC3(C2)NCc2ccccc2NC3=NCc2ccccc2)n[nH]1 (stereo not drawn) | -1 | 10
COC(=O)c1ccc(NC(=O)N2CCCC2c2ccc(C)cc2)cc1 (stereo not drawn) | -5 | -7
COc1ccc(C(=O)CN2CCCc3cc(C)ccc32)cc1 | -1 | nt
Cc1cc(=O)oc2ccc(Oc3ccc(C#N)cc3[N+](=O)[O-])cc12 | 11 | -6
O=C(NCc1ccncc1)c1c(F)c(F)c(F)c(F)c1F | -1 | 4
CCOc1ccc(CC(=O)N2CCCC2c2ccc(Cl)cc2)cc1 (stereo not drawn) | 2 | 7
O=C(CC(=O)c1ccc([N+](=O)[O-])cc1)c1ccccc1 | -10 | 24
CCn1cc(C(=O)N2CCC3(CC2)OCCO3)c(=O)c2ccc(C)nc21 | -4 | 1
Cc1ccc(Nc2nc(NCc3ccco3)nc3n[nH]nc23)cc1 | -7 | 4
Cn1c(=N)n(CC(=O)C23CC4CC(CC(C4)C2)C3)c2ccccc21 | nt | 3
CCOc1ccccc1/C=C1\N=C(c2ccc(OC)c([N+](=O)[O-])c2)OC1=O | -64 | 13
Cc1cc(-c2ccc(NC(=O)c3ccco3)c(C)c2)ccc1NC(=O)c1ccco1 | -4 | 1
CC(=Cc1ccccc1)C=C1SC(=S)N(C(Cc2ccccc2)C(=O)O)C1=O (stereo not drawn) | -135 | 85*
Cc1ccc(NC(=O)c2nc(C)oc2C)c(F)c1 | -2 | -17
Cc1nc2ccc(N=Cc3ccccc3[N+](=O)[O-])cc2s1 | -1 | 18
NS(=O)(=O)c1ccc2c(c1)C1C=CCC1C(c1ccc(Cl)cc1Cl)N2 (stereo not drawn) | -2 | 79*
CC1=CC(C)(C)N(C(=O)CSc2ncn[nH]2)c2cc(C)ccc21 | -5 | -2
O=C(Nc1ccc(N2CCN(C(=O)c3ccccc3)CC2)nc1)c1cccc(F)c1 | -7 | 3
CNc1nccc(N2CCC(CC(=O)N3CCN(c4ccc(C)cc4)CC3)CC2)n1 | 0 | 20
Nc1cc2c(cc1N1CCOC1=O)OCO2 | nt | -3
O=C(Nc1nnc2ccccn12)c1ccc(OC(F)(F)F)cc1 | -19 | 29
COc1ccc(-c2cc(C(N)=O)c(C)n2C)cc1 | -9 | 8
CCOC(CCNC(=O)c1cn(C)c(=O)c2c1c1ccccc1n2C)OCC | -4 | 4
Cn1c(=O)c(N2CCN(C(=O)Cc3ccc(Cl)cc3)CC2)nc2ccccc21 | -10 | 1
CC(C)C(=O)NCCc1csc(C2CCCN(C(=O)c3ccsc3)C2)n1 (stereo not drawn) | -3 | -3
CC(C)Cn1c(=O)c2c(ncn2Cc2cccc(F)c2)n(-c2ccc(F)cc2)c1=O | -2 | 1
CN(C)c1ccc(C2C(=C(O)c3ccc(Br)cc3)C(=O)C(=O)N2C)cc1 (stereo not drawn) | -13 | 4
COc1cc(C(F)(F)F)nc2ccc(Br)cc12 | -6 | nt
CC(=O)N1c2ccccc2NC2=C(C(=O)CC(c3cccc([N+](=O)[O-])c3)C2)C1c1ccco1 (stereo not drawn) | 4&-3 | 3&39
COc1cccc(N2CCN(CC(O)c3ccc(C)cc3)CC2)c1 (stereo not drawn) | -3 | -2
CCC(=O)N1CCc2c(c(-c3nnc(SC)n3CC)nn2C)C1 | -4 | -4
CC1=C(C(=O)Nc2ccccn2)C(c2cccc(Oc3ccccc3)c2)C2=C(CC(C)(C)CC2=O)N1 (stereo not drawn) | 0 | 6
CCCOc1ccc(C2C(=O)N(C3CCCCCC3)CC(=O)N2C2CC2)cc1OC (stereo not drawn) | -10 | 18
COc1ccc(-c2c3c(=O)n(C)c(=O)n(C)c3cn2-c2cc(C)c(C)cc2N)cc1 | 68* | 50
Cc1ccc(-c2csc(NC(=O)C(C)(C)C)n2)cc1 | -10 | -8
COc1ccc(/C=c2\sc3nc(-c4ccccc4Br)nn3c2=O)cc1 | 0 | -2
COc1ccccc1NC(=O)C1CCN(c2cc(N3CCCC3)ncn2)CC1 | -12 | 5
COc1cc(C=O)ccc1OCc1ccc(I)cc1 | -4 | -12
O=C(Nc1ccccc1F)N1CCCC1c1nc(-c2ccccc2)no1 (stereo not drawn) | 2 | -3
NC12CC3CC(C1)CC(O)(C3)C2 | -6 | -1
Cc1ccc(CNC(=O)C2CCCN(C(=O)c3ccccc3F)C2)cc1 (stereo not drawn) | -26 | 30
CC(=O)Nc1ncc(Br)cc1[N+](=O)[O-] | -13 | 0
O=S(=O)(c1ccc(Br)s1)N1CCN(c2ncccn2)CC1 | -7 | 2
CCOC(=O)c1ccc(Nc2nc(C)c([N+](=O)[O-])c(N3CCOCC3)n2)cc1 | -6 | 15
Other structures follow:
SMILES | Pf apPOL block | mHTT CaM bind
CCC(CC)NC(=O)c1cccc(OC)c1OC | 4 | -2
Cc1cccc2nnc(N3CCCC(C(=O)NCc4ccc(Cl)cc4)C3)n12 (stereo not drawn) | -4 | 6
CC(C)Oc1ccc(CNC(=O)C2CCCN(c3cnn(C)c(=O)c3)C2)cc1 (stereo not drawn) | -3 | 4
N#Cc1c(N)nc(SC2CCCCC2=O)c(C#N)c1-c1ccc(O)cc1 (stereo not drawn) | 6 | 5
O=C(Cc1csc(-n2cccc2)n1)N1CCC(c2nc3ccccc3s2)CC1 | -32 | 39
Oc1ccccc1-c1cc(C(F)F)on1 | -13 | -7
COc1c2c(cc3c1C(CC(=O)c1ccc(C)cc1)N(C)CC3)OCO2 (stereo not drawn) | -13 | -6
COc1cc(C(F)(F)F)nc2ccc(C#CCOC(=O)c3ccccc3)cc12 | 4 | nt
O=C(CN1CC(c2nc(-c3ncccn3)no2)C1)Nc1ccc(F)c(Cl)c1 | -3 | -4
CCCCc1c(O)cc(-c2ccccc2)n(Cc2ccccc2)c1=O | -6 | nt
COC(=O)c1ccc(OCC(O)CN2CC(C)CC(C)C2)cc1 (stereo not drawn) | -4 | -6
C[C@H](c1ccccc1)N1C[C@H](COCc2ccccc2)Oc2cc(N3CCC[C@H]3C(N)=O)ccc2S1(=O)=O | -3 | 26
CC(NC(=O)c1cc(-c2ccc(F)cc2)ns1)c1ccccn1 (stereo not drawn) | -10 | 17
COc1ccc(C2NC(CC(C)C)(C(=O)O)C3C(=O)N(c4ccccc4OC)C(=O)C23)cc1 (stereo not drawn) | -8 | -6
O=C1Nc2ccc(Cl)cc2/C1=C/C1CC=CCC1 (stereo not drawn) | -5 | 7
O=c1nc(/C=C/c2cccn2-c2ccc([N+](=O)[O-])cc2)cc(C(F)(F)F)[nH]1 | -1 | 8
CN1C=CC=C/C1=C\C=C1/C=Nc2ccccc21 | -1 | 0
Cc1ccc(CNC(=O)C(=O)Nc2cccc(F)c2)cc1 | -24 | 2
O=C(NCc1ccccn1)c1cccc(CN2C(=O)C3CCCN3C(=O)c3ccccc32)c1 (stereo not drawn) | -6 | 9
CN(C)c1nc2c(c(=O)[nH]c(=O)n2C)n1Cc1ccc(Cl)cc1 | -6 | -4
COc1cccc(C=C2Oc3cc(OC(=O)c4cccs4)ccc3C2=O)c1OC | -6 | -2
CCc1noc(C2CC(=O)N(c3ccccc3F)C2)n1 (stereo not drawn) | -4 | -6
O=C(CSc1ncnc2c1sc1ccccc12)NCc1ccccc1Cl | -7 | 1
Brc1ccc(-c2noc(-c3ccc4c(c3)OCO4)n2)o1 | nt | 1
Cc1ccc(C)c(N2CCN(C(=O)C3CC3)C(C)C2=O)c1 (stereo not drawn) | -2 | 1
Cc1ccccc1NC(=O)Cn1cc2c(n1)CCC(C)C2 (stereo not drawn) | -6 | -8
CC(=O)Nc1ccc(CC(C(=O)O)c2ccccc2)cc1 (stereo not drawn) | -3 | -4

An excerpt from above in order of length of the SMILES, low to high:
SMILES | Pf apPOL block | mHTT CaM bind
NC12CC3CC(C1)CC(O)(C3)C2 | -6 | -1
CCC(CC)NC(=O)c1cccc(OC)c1OC | 4 | -2
COc1cc(C(F)(F)F)nc2ccc(Br)cc12 | -6 | nt
Cc1ccc(NC(=O)c2nc(C)oc2C)c(F)c1 | -2 | -17
O=C(Cc1ccc(F)cc1)NC1CC(O)C(CO)C1 (stereo not drawn) | -3 | -4
CCc1noc(C2CC(=O)N(c3ccccc3F)C2)n1 (stereo not drawn) | -4 | -6
Cc1ccccc1NC(=O)Cn1cc2c(n1)CCC(C)C2 (stereo not drawn) | -6 | -8
Cc1ccc(-c2csc(NC(=O)C(C)(C)C)n2)cc1 | -10 | -8
COC(=O)c1ccc(OCC(O)CN2CC(C)CC(C)C2)cc1 (stereo not drawn) | -4 | -6
Cc1ccc(C)c(N2CCN(C(=O)C3CC3)C(C)C2=O)c1 (stereo not drawn) | -2 | 1
O=C(Nc1ccccc1F)N1CCCC1c1nc(-c2ccccc2)no1 (stereo not drawn) | 2 | -3
O=C(O)c1ccccc1C(=O)Nc1ccc(N=Nc2ccccc2)cc1 | 4 | 14
Cc1ccc(CNC(=O)C2CCCN(C(=O)c3ccccc3F)C2)cc1 (stereo not drawn) | -26 | 30
COc1ccccc1NC(=O)C1CCN(c2cc(N3CCCC3)ncn2)CC1 | -12 | 5
CCOC(CCNC(=O)c1cn(C)c(=O)c2c1c1ccccc1n2C)OCC | -4 | 4
COc1cc(C(F)(F)F)nc2ccc(C#CCOC(=O)c3ccccc3)cc12 | 4 | nt
CC(C)Oc1ccc(CNC(=O)C2CCCN(c3cnn(C)c(=O)c3)C2)cc1 (stereo not drawn) | -3 | 4
Cn1c(=O)c(N2CCN(C(=O)Cc3ccc(Cl)cc3)CC2)nc2ccccc21 | -10 | 1
O=C(Nc1ccc(N2CCN(C(=O)c3ccccc3)CC2)nc1)c1cccc(F)c1 | -7 | 3
Cc1cc(C(=O)N2CCC3(C2)NCc2ccccc2NC3=NCc2ccccc2)n[nH]1 (stereo not drawn) | -1 | 10
COc1ccc(C2NC(CC(C)C)(C(=O)O)C3C(=O)N(c4ccccc4OC)C(=O)C23)cc1 (stereo not drawn) | -8 | -6
Cc1c(S(=O)(=O)c2ccc(Cl)cc2)csc1C(=O)NCCSCc1ccc([N+](=O)[O-])cc1 | -3 | nt
C[C@H](c1ccccc1)N1C[C@H](COCc2ccccc2)Oc2cc(N3CCC[C@H]3C(N)=O)ccc2S1(=O)=O | -3 | 26
